RmlCD inh 1536 = blocks M. tuberculosis RmlC and RmlD coupled enzymes; inhibition, % at 3.6 µM; P9WH09+P9WH11; 0.03% of 160,000 active; AID 1533; RmlC+RmlD coupled enzyme assay, percent inhibition; primary screen in compound mixtures; in the data active = inhibition mostly above about 34%, no sharp cut-off; note: some results filed as inactive read as strong as hits
Target sequence (P9WH09 whole entry, looked up): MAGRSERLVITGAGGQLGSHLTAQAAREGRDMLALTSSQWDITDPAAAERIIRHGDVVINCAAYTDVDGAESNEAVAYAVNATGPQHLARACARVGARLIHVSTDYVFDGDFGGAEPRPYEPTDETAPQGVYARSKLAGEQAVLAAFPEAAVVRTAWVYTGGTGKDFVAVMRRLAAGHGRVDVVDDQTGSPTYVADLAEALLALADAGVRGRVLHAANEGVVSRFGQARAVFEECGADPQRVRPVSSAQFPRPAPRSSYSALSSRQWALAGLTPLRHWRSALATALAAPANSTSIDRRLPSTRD
Target sequence (P9WH11 whole entry, looked up): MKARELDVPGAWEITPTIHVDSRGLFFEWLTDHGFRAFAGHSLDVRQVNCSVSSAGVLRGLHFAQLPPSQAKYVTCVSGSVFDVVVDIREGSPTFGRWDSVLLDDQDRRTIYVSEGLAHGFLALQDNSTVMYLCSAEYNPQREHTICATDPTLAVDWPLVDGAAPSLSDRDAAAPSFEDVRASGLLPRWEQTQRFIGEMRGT
GlmU inhibition = inhibition of mycobacterial GlmU enzyme – biochemical, glucosamine-1-phosphate acetyltransferase (AID 1376); M. tuberculosis GlmU acetyltransferase enzyme assay; higher % means a stronger effect; inhibition, %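 (tested at 30 µM in the primary screen)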, or IC50 in µM where a hit was titrated; 0.25% of 220,000 active; in the data active = inhibition above about 13%;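 note: 0% = complete reaction with vehicle and 100% = reaction without substrate; strong numbers were not always called active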
The depositor's hits bear a star; . = not tested or not shown; & = joins results of further samples.

A first look:
canonical_smiles	RmlCD inh 1536	GlmU inhibition
COc1ccc(C)cc1-n1nnnc1SCC(=O)N1CCC(C(=O)Nc2nccs2)CC1	.	1.6%
CCOC(=O)N1CCC(NC(=O)c2cc(S(=O)(=O)N3CCCC3)cn2C)CC1	.	-5.0%
O=C(c1ccccc1-c1nc(-c2ccccc2)no1)N1CCOCC1	1	-3.5%
CCOC(=O)Nc1cc(OC)c(OC)cc1Cc1nccc2cc(OC)c(OC)cc12	.	0.5%
CCOc1ccc(C(C)=O)cc1CN1C(=O)NC(C)(C2CC2)C1=O (stereo not drawn)	-10	-3.2%
CCC1(CC)C(=O)N(Cc2ccccc2)C(=O)N(Cc2ccccc2)C1=O	.	0.7%
Clc1ccc(-c2nnc(-c3ccccc3)c(-c3c[nH]c4ccccc34)n2)cc1	-3	0.0%

The list itself, repeating the preview:
canonical_smiles	RmlCD inh 1536	GlmU inhibition
COc1ccc(C)cc1-n1nnnc1SCC(=O)N1CCC(C(=O)Nc2nccs2)CC1	.	1.6%
CCOC(=O)N1CCC(NC(=O)c2cc(S(=O)(=O)N3CCCC3)cn2C)CC1	.	-5.0%
O=C(c1ccccc1-c1nc(-c2ccccc2)no1)N1CCOCC1	1	-3.5%
CCOC(=O)Nc1cc(OC)c(OC)cc1Cc1nccc2cc(OC)c(OC)cc12	.	0.5%
CCOc1ccc(C(C)=O)cc1CN1C(=O)NC(C)(C2CC2)C1=O (stereo not drawn)	-10	-3.2%
CCC1(CC)C(=O)N(Cc2ccccc2)C(=O)N(Cc2ccccc2)C1=O	.	0.7%
Clc1ccc(-c2nnc(-c3ccccc3)c(-c3c[nH]c4ccccc34)n2)cc1	-3	0.0%
COc1cc(C(=O)OCC(=O)c2c(N)n(C)c(=O)n(C)c2=O)ccc1OCCC(C)C	6	2.4%
O=S(=O)(N/N=C/c1ccc(OC2CSC2)cc1)c1ccccc1	-7	0.4%
CCCCC(=O)NNC(=S)NC(=O)c1ccc(C)cc1	10	-6.1%
CCCn1c(N)cc(=O)n(CCC)c1=O	6	-1.0%
Cc1ccc(S(=O)(=O)N(C)C)cc1NC(=O)CCNC(=O)c1ccccc1Cl	4	1.0%
CCOc1ccc(C(=O)N(CN2CCCC2=O)c2ccc(C)cc2)cc1	.	4.6%
COC(=O)c1ccc(N2CCCCC2)c(NS(=O)(=O)c2ccc(C)cc2)c1	-12	-1.4%
Cc1ccc(NC(=O)CCS(=O)(=O)c2ccc(Br)cc2)nc1	9	1.3%
Cc1ccc(-c2nc3ncccc3o2)cc1NC(=O)Cc1ccc(Cl)cc1	.	-0.1%
O=C(NCC1CCCO1)c1ccc2c(c1)OCO2 (stereo not drawn)	-3	-0.7%
Cc1nn(Cc2ccc(C(=O)O)o2)c(C)c1[N+](=O)[O-]	10	0.8%
Cc1nn(Cc2ccc([N+](=O)[O-])cc2)c(=O)n1-c1c(F)cccc1F	-6	-0.1%
Nc1cc(N)nc(SCC(=O)Nc2ccccc2)n1	.	3.6%
CCN(CC)CCCOC(=O)C1(c2ccccc2)CCCC1	4	-4.4%
Cc1c(Cl)cccc1NC(=S)NCc1cccn1C	18	6.8%
O=C(Cn1ncc2c(=O)oc3ccccc3c21)NCc1cccnc1	-10	0.6%
O=C(NC1CC2CCCC(C1)N2C(=O)NC1CCCCC1)c1ccccc1 (stereo not drawn)	5	-2.0%
COc1ccccc1/C=C1\SC(=S)N(N2C(=O)CCCC2=O)C1=O	11	2.5%
Cc1onc(-c2c(F)cccc2Cl)c1C(=O)OCC(=O)NC1CC1	12	-2.8%
Cc1cccc(NC(=O)c2cnn3ccccc23)c1C	.	3.5%
C=CCN=C1CCCc2c1[nH]c1ccc(C)cc21	2	-1.0%
CCCOc1ccc(-c2cnc(SCC(N)=O)nc2N)cc1	-5	-0.6%
CS(=O)(=O)Nc1ccc(C(=O)NC2CCCC2)cc1	-6	8.0%

Compounds from the list above with a nitro group on carbon, in the order listed:
canonical_smiles	RmlCD inh 1536	GlmU inhibition
Cc1nn(Cc2ccc(C(=O)O)o2)c(C)c1[N+](=O)[O-]	10	0.8%
Cc1nn(Cc2ccc([N+](=O)[O-])cc2)c(=O)n1-c1c(F)cccc1F	-6	-0.1%

Next section.
canonical_smiles	RmlCD inh 1536	GlmU inhibition
CCc1ccc(-c2nn(Cc3ccccc3)cc2/C=C/C(=O)O)cc1	-8	2.5%
COc1ccc(/C=C/C(=O)c2c(O)c(OC)c3occc3c2OC)cc1	-2	-4.1%
CC(C(=O)c1ccccc1)n1cnc2ccccc2c1=O (stereo not drawn)	-8	-1.1%
CCSc1nc(NCCN(C)C)c2c3c(sc2n1)COC(C)(CC)C3 (stereo not drawn)	.	2.1%
Cc1nn(C(=O)CNC(=O)c2ccccc2)c(C)c1C	-14	0.4%
CCNS(=O)(=O)c1cc(S(C)(=O)=O)ccc1Cl	8	1.7%
COC(=O)C1=NNC2(c3ccc(Cl)cc3)C(=O)N(c3ccc(Cl)cc3)C(=O)C12 (stereo not drawn)	9	3.2%
C[C@H]1CCC[C@@]2(O[C@@H](CCO)C[C@H](O)[C@H]2O)O1	.	-1.7%
O=C(CCc1ccccc1)OCCN1CCOCC1	4	1.0%
CCc1nnc(NC(=O)CSc2nnc(-c3ccccc3NC(=O)c3ccccc3)o2)s1	-3	5.6%
CNCCCC1Sc2ccccc2Oc2ccccc21 (stereo not drawn)	.	-4.6%
CCOc1ccc(-c2nc(C)c(C(C)=O)n2O)cc1	.	3.0%
COc1ccc([N+](=O)[O-])cc1N(CC(=O)NCc1ccco1)S(C)(=O)=O	48	-0.3%
C=CCNC(=S)N1CCC(C(=O)c2ccc3c(c2)OCCO3)CC1	-5	-0.7%
O=C(O)CCC(=O)Nc1sc2c(c1C(=O)Nc1ccccc1)CCCCC2	-12	8.5%
COC(=O)c1ccc(NC(=O)CSC2=Nc3ccccc3C3CC=NN23)cc1 (stereo not drawn)	5	5.9%
CC(C)(C)NC(=O)NC(=O)CN1CCN(S(=O)(=O)c2ccccc2)CC1	.	0.6%
O=C1CCC/C(=N/NC(=O)c2ccc(NS(=O)(=O)c3cccs3)cc2)C1	7	4.2%
CCOc1ccc(C(=O)/C=C/c2cn(CN3CCN(C)CC3)c3ccccc23)cc1	-7	-3.5%
CCOc1cc(NC(=O)c2ccccn2)c(OCC)cc1NC(=O)CC(C)C	3	-1.1%
CC1(C)CC2CC(C)(CN2c2ncnc3ccc(Br)cc23)C1 (stereo not drawn)	.	0.1%
COc1ccc(CCNC(=O)CSc2nnnn2Cc2ccc3c(c2)OCO3)cc1OC	3	2.6%
CC(NCc1ccncc1)C12CC3CC(CC(C3)C1)C2 (stereo not drawn)	10	3.4%
Cc1cc(C(=O)N/N=C2\CC(=O)CC(C)(C)C2)n[nH]1	-6	6.2%
CCOC(=O)CNc1nc(Oc2ccc(=O)n(C)n2)nc(N(CC)CC)n1	6	5.4%
CCOc1cc(C(=O)Nc2ccc(S(=O)(=O)N3CCOCC3)cc2)cc(OCC)c1OCC	5	-1.8%
CCCc1cc(Nc2c(C)n(C)n(-c3ccccc3)c2=O)n2c(nc3ccccc32)c1C#N	8	.
COc1ccc(NC(=O)N(Cc2ccc(C)cc2)Cc2cccnc2)c(OC)c1	.	0.1%
COc1ccc(NC(=S)NC(=O)c2csnn2)cc1	-12	-1.5%
COc1ccc(OC)c(C2=NOC(C(=O)NCc3ccco3)C2)c1 (stereo not drawn)	.	7.8%
CCOc1ccccc1CN1CCN(S(C)(=O)=O)CC1	.	0.7%
Cc1ccc(S(=O)(=O)N/N=C\c2cn(-c3ccccc3)nc2-c2ccccc2)cc1	11	-3.5%
O=c1[nH]c(/C=C/c2ccc(Br)cc2)nc2c1cnn2-c1ccccc1	-7	-7.3%
Cc1sc2nc(CC(N)=O)[nH]c(=O)c2c1-c1ccccc1	.	-1.1%
Cn1ncc(Br)c1C(=O)N/N=C/c1cccc(OC2CSC2)c1	5	-3.4%
CCS(=O)(=O)c1ccc(S(=O)(=O)CC)s1	3	0.8%
O=C(O)C1CCCN(S(=O)(=O)c2ccc(F)cc2)C1 (stereo not drawn)	14	3.5%
COc1ccc(N2C(=O)CC(NCc3ccncc3)C2=O)cc1 (stereo not drawn)	.	-4.5%
CN1CCN(S(=O)(=O)c2ccc(N)cc2)CC1	-7	0.8%
O=C(CSc1cn(CC(=O)N2CCCCCC2)c2ccccc12)NCC1CCCO1 (stereo not drawn)	15	5.5%
Cc1onc(-c2c(F)cccc2Cl)c1C(=O)N1CCOC12CCCCC2	-4	1.1%
COc1ccc2c(c1OC)C(=O)N1N=C(c3ccc(F)cc3)CC21 (stereo not drawn)	11	-0.2%
CN(C)/C=N/c1ncn(-c2ncc(C(F)(F)F)cc2Cl)n1	8	2.4%
Cc1cc(N/N=C/c2ccccc2)nc(N)n1	-9	3.1%
O=C(CNC(=S)N(Cc1ccccc1)Cc1ccccc1F)NCCc1ccccc1	9	-4.0%
CCOC(=O)c1cnc2c(OC)cccc2c1N1CCN(c2ccccc2OC)CC1	-17	-6.4%
COc1cc(NC(=O)Cn2nc(C(F)(F)F)c(Br)c2C)cc([N+](=O)[O-])c1	.	-3.2%
O=C(Nc1ccc([N+](=O)[O-])cc1Br)c1cc2ccccc2nc1Cl	7	-1.9%
Cc1cc(Cl)c(S(=O)(=O)Nc2cccc(O)c2)cc1OCC(N)=O	-9	1.6%
CC1(C)Cc2c(C#N)c(SCc3ccccc3)nc(N3CCOCC3)c2CO1	-1	1.2%
COc1ccc2c(CCNC(=O)CN3C(=O)c4ccccc4C3=O)c[nH]c2c1	11	-7.7%
CCC(NC(=O)c1ccccc1NC(=O)c1ccccc1)C(=O)O (stereo not drawn)	11	1.9%
COc1ccccc1NC(=O)Cn1c(=O)oc2ccccc21	8	-0.1%
CCCSc1cc(N)cc([N+](=O)[O-])c1	-4	2.7%
COc1cc(NC(=O)CN2C(=O)NC(c3ccccc3)(c3ccccc3)C2=O)c(C)cc1[N+](=O)[O-]	.	-1.8%
CCOC(=O)c1c(NC(=O)C2CCCO2)sc(C(N)=O)c1C (stereo not drawn)	1	-3.0%
c1ccc(-c2nnc3sc(Cc4cccs4)nn23)cc1	-8	2.4%
O=[N+]([O-])c1cc(S(=O)(=O)Nc2ccccc2)ccc1-n1nnc2ccccc21	.	6.8%
COc1ccc(/C=N/NC(=O)CCn2nc(C)cc2C)cc1	12	3.9%
COc1ccc(/C=N/n2c(-c3ccc(C)cc3)n[nH]c2=S)cc1OC	10	6.3%

Other records follow:
canonical_smiles	RmlCD inh 1536	GlmU inhibition
O=C(CNC(=O)c1ccc(Br)cc1)OCc1cc([N+](=O)[O-])cc2c1OCOC2	17	1.4%
Cc1oncc1C(=O)NC1CCCCC1	5	-6.5%
O=C(CC1SC(=O)N(Cc2cccc3ccccc23)C1=O)Nc1nccs1 (stereo not drawn)	.	-1.4%
Cc1ccc(S(=O)(=O)Nc2ccc(Br)cc2C(NCC(=O)O)c2ccccc2)cc1 (stereo not drawn)	.	2.7%
O=C(Cc1ccc(Cl)cc1)Nc1ccc(CN2CCCCC2)cc1	3	3.2%
COC(=O)C1=C(c2cccc(OC)c2OC)C[C@@H]2CC[C@H]1N2C(=O)NCc1ccco1	.	1.1%
COc1cccc(C(=O)Nc2cc(=O)n(C)c(=O)n2C)c1	.	3.7%
COc1ccc(NC(=O)CSc2nnc(NC(C)=O)s2)c([N+](=O)[O-])c1	0	-0.7%
Cc1cc(C)nc(-n2nc(C)cc2NC(=O)CNC(C)c2ccccc2)n1 (stereo not drawn)	11	5.0%
Cc1noc(C)c1C(=O)OCC(=O)Nc1cccc(S(=O)(=O)N(C)C)c1	1	3.3%
CCOc1ccc(C(=O)Nc2ccc(N3CCN(C(C)=O)CC3)cc2)cc1[N+](=O)[O-]	4	2.9%
COc1ccc(OC)c(C(=O)CN2CCN(S(=O)(=O)c3ccc(Br)cc3)CC2)c1	6	2.0%&-0.6%
O=C(Cn1cnc2cc([N+](=O)[O-])ccc2c1=O)Nc1ccccc1Cl	1	1.6%
COCCN1CCC(CNCc2cn(-c3cc(C)ccc3C)nc2-c2ccccc2)C1 (stereo not drawn)	-7	-5.4%
COc1ccc(Nc2nc(N)nc(CSC(=S)N3CCN(c4ccccc4)CC3)n2)cc1	-11	-7.7%
CCCCn1c(O)c(/C=N/NC(=O)c2ccncc2)c(=O)[nH]c1=O	.	5.7%
Cc1cc(C(=O)OCCO)c(C#N)c(N)n1	-5	0.7%
COc1cccc(NC(=O)c2ccc(S(=O)(=O)N3CCCCC3)cc2)c1	11	-4.0%
CC(=O)NC1C(=O)N(CC(C)C)c2ccccc21 (stereo not drawn)	.	3.6%
CC(=N/O)/C(=N\O)c1ccc(C)o1	.	2.4%
CN(C)/C=C/C(=O)c1ccc(Br)cc1	40	-0.5%
Cc1ccccc1CN(c1ccc(C(=O)Nc2cccnc2)cc1)S(C)(=O)=O	9	9.8%
CC(Sc1nnc2ccccn12)C(=O)Nc1ccc2c(c1)OCCO2 (stereo not drawn)	.	-4.0%
CCOc1c2ccc(C(=O)NCc3ccc(C)cc3)cc2nn1CCOC	39	2.1%
Fc1ccc(OCCOCCNCC2CCCO2)cc1 (stereo not drawn)	.	5.8%
CCCn1c(C2CC(=O)N(c3ccc(C)cc3)C2)nc2ccccc21 (stereo not drawn)	13	1.5%
Cn1cnc(S(=O)(=O)Nc2ccccc2N2CCOCC2)c1	3	0.8%
Cc1nc(C)c2c(=O)cc(-c3ccccc3)[nH]c2n1	.	1.0%

The list is partial, so the mix of outcomes need not match the whole.
